Compound activity: PubChem, several laboratories
TRPML3 agonist: human TRPML3 channel agonists, primary screen, cell-based, HEK293 TRPML3-YFP, Fluo-8 calcium fluorescence, 3 µM. 100% = the carbachol control signal. activation, % at 3 µM. 220,000 compounds, 0.29% hits. AID 1448, 2008;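 active means activation above its plate's cutoff, the mean activation of the plate's test wells plus 3 SD, cut at about 12% in these data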;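 further: 0% = DMSO only wells and 100% = carbachol wells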
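Test system – HEK293 line with stable expression of human TRPML3-YFP channel · Control set – carbachol 87 µM final as high control (100%), DMSO as low control (0%) · Signal – Fluo-8 calcium dye fluorescence, ex 470-495, em 515-575 nm · Incubation – 1-h 37 °C dye load, 5-s basal, 120-s post-compound reads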
TNF necrop inh: inhibitors of TNF-alpha triggered necroptosis, primary screen, cell-based, Jurkat FADD-/-, single concentration; Jurkat FADD-/- TNF necroptosis rescue, ATP luminescence, 24 h; 0 = TNF only, 100 = no-TNF cells; activation (protection from cell death), % at 10 µM; 220,000 compounds, 0.068% hits;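 active means activation, meaning protection from cell death, of at least 50% relative to plate controls; inactive means activation below 50%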;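 further: necroptosis triggered by 40 ng/mL TNF-alpha added together with compound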
PPC-1+TRAIL kill: compounds killing PPC-1 cancer cells with TRAIL present, primary screen, TRAIL potentiator project, ATPLite luminescence, uHTS. PPC-1 cells + TRAIL, ATPLite viability luminescence. cell killing (% activity), % at 4 µM. 220,000 compounds, 0.41% hits;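 active means cell killing above 50% in the first pass at 4 µM, then a duplicate retest at 5 µM averaging 50% or more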;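 further: plate controls were cells with TRAIL plus DMSO for no effect and medium-only wells lacking cells for full effect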
NCF1 inh: p47phox/p22phox peptide binding inhibitors, primary screen, biochemical, uHTS, NADPH oxidase regulatory subunit | Neutrophil cytosol factor 1 (Homo sapiens), P14598 | fluorescence polarization, 2 h | inhibition, % at 24.7 µM | 220,000 compounds, 0.53% hits | AID 1274, 2008;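 active means inhibition above about 30%, limit read from the data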;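 further: 0% = p47phox with labelled peptide and 100% = labelled peptide alone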
MDM2 E3 inh: MDM2-luciferase reporter signal enhancers, primary screen, MDM2 E3 ligase inhibitor project, cell-based, luminescence, 1536-well; E3 ubiquitin-protein ligase Mdm2 (Homo sapiens), Q00987; cell-based MDM2 ubiquitination luciferase reporter, 2 h; 0 = plate control, 100 = twice control, blank-subtracted; signal enhancement, % at 5 µM; 210,000 compounds, 0.11% hits; AID 1230, 2008;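 active means signal enhancement of 30% or more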;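 further: luminescence tracks abundance of the self-degrading MDM2-luciferase fusion protein; higher signal means inhibition of MDM2 E3 ligase activity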
Target sequence (Q00987 whole entry, looked up, the tested form may be a part): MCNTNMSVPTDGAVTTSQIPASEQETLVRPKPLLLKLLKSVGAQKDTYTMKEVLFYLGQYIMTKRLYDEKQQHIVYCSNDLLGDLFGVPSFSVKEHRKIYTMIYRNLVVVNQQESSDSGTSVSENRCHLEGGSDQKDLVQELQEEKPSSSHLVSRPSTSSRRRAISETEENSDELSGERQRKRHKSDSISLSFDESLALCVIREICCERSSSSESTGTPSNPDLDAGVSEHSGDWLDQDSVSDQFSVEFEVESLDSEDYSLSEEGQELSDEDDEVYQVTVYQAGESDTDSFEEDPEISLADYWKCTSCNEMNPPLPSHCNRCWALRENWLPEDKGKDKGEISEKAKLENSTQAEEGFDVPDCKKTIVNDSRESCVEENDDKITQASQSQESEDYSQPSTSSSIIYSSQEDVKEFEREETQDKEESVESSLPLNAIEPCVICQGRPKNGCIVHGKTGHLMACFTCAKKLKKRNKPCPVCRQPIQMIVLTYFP
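Test system: stable mammalian line carrying autodegrading MDM2–luciferase fusion reporter; quantity: 2000 cells in each well; times: 4 h cell settling then 2 h compound exposure, 37 °C; detection: luminescence with SteadyLite reagent, 15 min at room temperature; evaluation: percent signal gain over controls, blank-subtracted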
CHOP inhibitor: inhibitors of CHOP promoter induction, primary screen, cell-based, unfolded protein response, luciferase reporter; inhibition, % at 10 µM; 220,000 compounds, 3.8% hits; CHO-K1 CHOP-promoter luciferase, tunicamycin-induced, 15-18 h;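 active means compounds that reduced the stress-induced luciferase reporter signal by more than about 70% of percent inhibition, limit read from the data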;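 further: 0% = tunicamycin plus vehicle and 100% = wells without tunicamycin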
EBV gp42 inh: Epstein-Barr virus gp42 inhibitors, primary screen, biochemical, uHTS, fluorescence polarization | Glycoprotein 42 (Epstein-Barr virus (strain AG876)), Q1HVG2 | Fluorescence polarization binding assay, mP read-out | inhibition, % (tested at 21.74 µM) | 220,000 compounds, 0.42% hits | AID 1085, 2008; in the data active means inhibition above about 50%
Target sequence (Q1HVG2 whole entry, looked up): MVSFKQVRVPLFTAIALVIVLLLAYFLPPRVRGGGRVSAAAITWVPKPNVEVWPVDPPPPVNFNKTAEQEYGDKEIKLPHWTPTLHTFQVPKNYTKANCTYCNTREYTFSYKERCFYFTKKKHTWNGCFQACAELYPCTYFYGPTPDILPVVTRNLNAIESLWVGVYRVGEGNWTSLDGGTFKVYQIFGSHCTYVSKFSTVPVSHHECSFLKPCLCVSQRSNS
zfTRPN1 agonist: zebrafish TRPN1 channel agonists, primary screen, cell-based, HEK293, calcium fluorescence; HEK293 zebrafish TRPN1-YFP, Fluo-8 calcium fluorescence; 100% = response to 87 µM carbachol; activation, % at 3 µM; 220,000 compounds, 0.18% hits; AID 1424, 2008;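 active means activation above its plate's cutoff, the mean activation of test wells on that plate plus 3 SD, cut at about 19% in these data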;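 further: 0% = DMSO alone and 100% = 87 µM carbachol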
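Material: zebrafish TRPN1-YFP in HEK293 cells; Doses: single test compound dose, 3 µM nominal, 0.3% DMSO; Timing: dye loading 1 h at 37 °C, then 30 min room temperature; Technique: intracellular calcium fluorescence with Fluo-8; Benchmarks: high carbachol 87 µM, low DMSO alone.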
Runt-SMMHC FRET: inhibitors of RUNX1 Runt–CBFb-SMMHC binding, primary screen, biochemical, FRET, Cerulean-Runt, Venus-CBFb-SMMHC, uHTS; Runt-related transcription factor 1 (Homo sapiens) + Core-binding factor subunit beta …; Cerulean-Runt/Venus-CBFb-SMMHC FRET ratio 530/480, 1 h; inhibition, % at 20 µM; 220,000 compounds, 0.74% hits; AID 1434, 2008;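 active means mean inhibition across duplicate retests at 20 µM reaching about 50%, limit read from the data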;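 further: 0% = DMSO wells and 100% = wells with excess untagged CBFb-SMMHC; inhibitors lower the FRET ratio by blocking Runt binding to CBFb-SMMHC; some results filed as inactive read as strong as hits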
The depositor's hits bear a star; . = no result given; [ ] = another dose, or the depositor's remark.

SMILES	TRPML3 agonist	TNF necrop inh	PPC-1+TRAIL kill	NCF1 inh	MDM2 E3 inh	CHOP inhibitor	EBV gp42 inh	zfTRPN1 agonist	Runt-SMMHC FRET
N#CC1=C2C=Cc3ccccc3N2CCCC1=O	1.1	-1.1	22	-10	-1	-28	-14	-0.7	4
Cc1nn(CCO)c(C)c1Oc1ccccc1O	0.1	-0.1	-8	-2	7	29	-20	1.8	-195
CCC(Oc1ccccc1)C(=O)Nc1ccc(S(=O)(=O)N2CCOCC2)cc1 (centres undefined)	0.5	3.4	-8	-13	10	24	5	1.2	-6
CC1=CC(C)(C)Nc2ccc(OC(=O)c3ccco3)cc21	2.0	-7.7	-6	-8	-5	.	-9	2.7	4
CCOC(=O)c1cc(-c2ccccc2)n(CC(=O)Nc2ccc(OC)c(OC)c2)c1C	0.2	1.9	21	-14	3	100*	-14	0.1	1
COc1ccc(-n2nnc3c(=O)n(CC(=O)Nc4cc(C)on4)cnc32)cc1	0.5	0.4	-16	-10	-8	13	0	-0.7	-6
CC1=CC(=C(C#N)C#N)C=C(C)N1Cc1ccc(Cl)cc1	1.0	-1.0	-10	-8	-1	-13	3	1.1	-2
Cc1ccc(NC(=S)NNC(=O)c2ccc(N3CCOCC3)c([N+](=O)[O-])c2)cc1C	0.2	0.8	-1	-13	-2	9	-12	-1.6	1
Cc1c(C(=O)OCC(=O)N2CC(=O)Nc3ccccc32)oc2ccc(Br)cc12	0.9	-0.1	6	-5	-10	104*	9	0.4	-16
COc1ccc(C2C(=O)N(C3CCCCC3)CC(=O)N2C2CCCCC2)cc1 (centres undefined)	0.6	0.7	-14	2	-5	6	14	-0.7	-1
O=C(CSc1nc(-c2ccccc2)cc(=O)[nH]1)Nc1ccccn1	0.3	-0.6	21	-15	-21	2	-15	-0.4	-4
CC(C)(C)c1nnc(NC(=O)c2cccs2)s1	0.7	1.1	28	5	-4	-14	-5	0.8	0
CC(=O)C(=Nc1ccc(Cl)cc1Cl)NNc1cccc(Cl)c1	-1.2	-1.4	13	-2	-1	31	-8	-1.5	4
CCOC(=O)c1ccc(NC(=O)CC2OCCN(CC)C2=O)cc1 (centres undefined)	0.8	0.9	15	-8	-10	15	-4	0.8	1
CCOC(=O)c1cnc2c(C)cccc2c1Nc1ccc(N2CCOCC2)cc1	1.1	1.5	8	-14	-12	46	2	-1.3	-1
CC(=O)N(C(C)=O)S(=O)(=O)c1ccc(N=NN2CCOCC2)cc1	0.9	1.5	-4	-23	-6	-8	-2	0.2	1
COc1cccc(N(C(C)=O)c2nc(C)cc(C)c2C#N)c1	0.2	-1.3	22	-18	-22	6	2	-0.3	-1
Cc1cccc(-n2ncc3c(NCCCO)ncnc32)c1	0.0	0.9	33	-14	-21	-8	-1	4.4	0
Cn1c2c(c(=O)n(C)c1=O)C(c1ccccc1F)C(C#N)=C(N)O2 (centres undefined)	1.6	-0.3	22	-4	-2	8	-1	-0.2	13
O=c1[nH]nc(CNc2ccc(O)cc2)c2ccccc12	2.2	-8.5	-1	15	4	9	6	0.9	21
Cc1ccc(NC(=O)CSc2nnc(-c3cccnc3)n2-c2ccc(C)cc2)cc1	-0.2	1.0	-12	12	2	-9	-10	-0.8	4
Cc1cccc(Nc2ccccc2C(=O)OCC(=O)N(C)C2CCS(=O)(=O)C2)c1C (centres undefined)	0.1	-6.4	-6	1	-8	36	-40	1.0	-8
CCOc1ccc(Br)cc1S(=O)(=O)Nc1cccc(S(=O)(=O)NC2=NCCC2)c1	0.6	0.0	13	-7	1	15	-8	-0.6	-21
Cc1cccc(NCN2C(=O)c3ccncc3C2=O)n1	0.5	-1.3	20	-8	-5	0	-10	1.4	0
CN1C(=O)C(Cl)(Cl)C(=O)c2ccccc21	0.7	-3.3	0	10	-5	-40	-19	1.2	55
C#CCNC(=O)C1=C[C@@H](C2CC2)C[C@@H](OCc2ccc(CO)cc2)O1	0.4	-0.1	9	-7	.	6	-6	-1.0	-1
COc1ccc(S(=O)(=O)N2CCN=C2SCc2cccnc2)cc1	0.3	0.9	21	7	-19	23	-7	0.0	-3
Cc1nc(NC(=O)/C=C/c2ccccc2)sc1C(=O)Nc1ccccc1	0.6	-1.7	21	-4	-18	92*	0	-0.4	-11
Cn1c(CSc2nc3ccccc3s2)nnc1SCC(=O)NCCN1CCOCC1	.	.	12	-25	-19	6	-17	.	-2
C/C(=N\NC(=O)CC#N)c1ccc(Oc2ccccc2)cc1	0.4	0.9	10	-6	-19	42	-12	1.6	1
CC1CCC(C(C)C)C(OCC(O)CNC(C)C)C1 (centres undefined)	0.7	4.0	-1	-7	-13	6	-11	-0.5	0
Cn1nccc1NC(=O)CC(CC(=O)O)c1ccccc1 (centres undefined)	-0.5	0.9	6	-11	-22	25	-9	0.5	-3
NC(=S)NNC(=O)COc1ccccc1O	0.8	-0.6	38	-5	.	-16	-10	0.5	2
CCSc1nnc(NC(=O)c2nc3nc(C)cc(C)n3n2)s1	0.6	0.7	-15	-14	-6	7	-2	-2.3	1
CCCN1C(=O)SC(CC(=O)Nc2ccc(C)cc2)C1=O (centres undefined)	0.7	0.3	14	-7	1	40	-9	0.0	0
CC(C)C(=O)NC(=S)Nc1ccccc1N1CCN(C(=O)c2ccccc2)CC1	1.0	-0.2	0	-2	-24	24	-11	1.6	0
Cc1cccc(S(=O)(=O)Nc2cccc(-c3cn4ccsc4n3)c2)c1	1.0	-5.4	1	-24	-6	40	10	3.2	2
CCN(CC)CCCNC(=O)c1ccc(N2CCCCC2)c(NS(=O)(=O)c2ccc(C)cc2)c1	-0.2	0.9	-4	-5	-22	12	-4	-1.1	-4
O=C(NC1(C(F)(F)F)C(=O)Nc2c1c(=O)[nH]c(=O)n2-c1ccc(F)cc1)c1cccnc1 (centres undefined)	0.1	-1.7	12	3	-15	-11	-9	-0.6	-7
c1csc(COc2ccccc2CNC2CCCCC2)c1	-0.5	4.9	19	-2	-17	-11	-5	-2.2	2
CC(C)Nc1nc(-c2ccncc2)nc(-c2ccc(Cl)cc2)c1C#N	0.4	-0.1	8	-1	-7	22	-6	0.9	-1
Cc1ccc(CN2C(=O)N/C(=C\c3cccn3-c3cccc(C(=O)O)c3)C2=O)cc1	0.4	-1.0	1	-22	-8	12	11	0.0	10
C=CCNC(=O)COC(=O)c1nc2nccc(C)n2n1	0.6	0.4	-2	5	-20	7	5	-2.0	0
C/C(=N\NC(=O)c1ccc(Cn2cc(Br)cn2)o1)c1cccc(NC(=O)C(C)C)c1	-0.4	8.7	17	-10	5	-20	-14	-0.1	3
CCOc1cc2nc(-c3ccc(OC)c(OC)c3)nc(NCCCN3CCOCC3)c2cc1OC	1.2	-1.0	8	-17	-7	-58	-5	0.5	-1
Cc1cc(-n2nc(C)cc2C)n2nc(C)c(-c3ccc(Cl)cc3)c2n1	0.3	0.8	21	-14	-26	32	0	-0.5	1
O=C(/C=C/c1ccc([N+](=O)[O-])s1)N1CCCC1	0.4	-9.9	16	6	-25	-5	11	-1.0	-5
Cc1cc(C)cc(N(CC(=O)N2CCc3ccccc32)S(=O)(=O)c2c(C)noc2C)c1	0.8	-1.5	18	-11	-18	64	-9	-0.2	1
CCCN1CNc2c(c(=O)[nH]c(=S)n2CCc2ccc(OC)c(OC)c2)C1	0.5	0.7	5	-22	-6	12	-2	-0.4	5
O=C(CCn1cccc1)NCc1ccc2c(c1)OCO2	-0.6	0.7	4	-17	-11	19	-44	-0.5	2
Cc1ccc(-n2nnnc2SCC(=O)Nc2ncc(Cc3ccccc3Cl)s2)cc1	0.2	2.5	-3	22	-3	-23	-2	0.2	0
O=C(COc1ccc(Cl)cc1)Nc1ccccc1N1CCOCC1	7.4	0.2	19	-1	4	62	-7	1.4	-2
Cc1cc(NC(=O)COC(=O)c2ccccc2[N+](=O)[O-])no1	0.8	0.4	-10	-3	-2	-26	-13	0.4	1
CC1=C(C#N)C(NC(=O)C2CCCCC2)(C(F)(F)F)C(=O)N1 (centres undefined)	0.9	0.1	18	-5	2	12	0	2.3	3
O=C(Nc1nc2ccccc2s1)C1c2ccccc2Oc2ccccc21	1.1	1.7	16	-20	9	85*	-16	-1.1	9
Cc1cccn2c(CN3CCSCC3)c(C(=O)N3CCOCC3)nc12	0.8	0.5	-2	-3	-9	22	2	0.1	2
CCN(CC)S(=O)(=O)c1ccc(N2CCOCC2)c(NC(=O)CNCCc2ccccc2)c1	-0.4	3.6	3	17	-1	-10	24	-1.8	0
O=C(COc1ccccc1Cl)N1CCN(c2ccc([N+](=O)[O-])c(N3CCCCC3)c2)CC1	0.3	-5.5	14	-8	8	40	-1	0.2	0
Cc1ccc(N/C=C/C(=O)c2cccs2)cc1C	-0.4	-1.2	71*[5 µM]	-10	-60	15	0	-1.6	-28
COCCn1c(SCc2cc(=O)n3ccsc3n2)nnc1-c1ccncc1	0.3	0.6	16	-4	19	36	-9	0.5	-5
CC(C)(C)c1ccc(C(=O)N2CCCC2)s1	0.2	-0.4	28	-6	0	8	-7	-1.0	-1
Cn1cccc1CC(=O)N/N=C\c1ccccc1	-0.1	0.3	0	2	16	-8	-11	1.7	1
O=C(c1ccco1)N1CCN(c2cc(N3CCOCC3)c(F)cc2[N+](=O)[O-])CC1	1.0	0.9	17	-6	-4	-29	1	1.2	1

Whole records from above. Order of values: TRPML3 agonist, TNF necrop inh, PPC-1+TRAIL kill, NCF1 inh, MDM2 E3 inh, CHOP inhibitor, EBV gp42 inh, zfTRPN1 agonist, Runt-SMMHC FRET
`O=C(COc1ccc(Cl)cc1)Nc1ccccc1N1CCOCC1` is entered as 7.4, 0.2, 19, -1, 4, 62, -7, 1.4, -2
`Cc1cc(NC(=O)COC(=O)c2ccccc2[N+](=O)[O-])no1` is entered as 0.8, 0.4, -10, -3, -2, -26, -13, 0.4, 1
